# From PubChem BioAssay
# SENP6 inh: inhibitors of human SENP6 protease; Q9GZR1; Recombinant SENP6 catalytic domain, aminoluciferin luminescence; inhibition, % at 10 µM; actives 1.8% (n = 330,000);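 active = inhibition above about 50% at the single tested dose, limit read from the data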;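 also: plate controls were DMSO wells with enzyme for no effect and DMSO wells lacking enzyme for full effect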
# SENP8 block-1: SENP8 (human) protease inhibition; recombinant SENP8, Nedd8 substrate fluorescence; inhibition, % at 20 µM; actives 0.64% (n = 360,000); AID 602440; in the data active = inhibition mostly above about 40%, no sharp cut-off; inactive = mostly below about 27%
# Target sequence (Q96LD8 whole entry, looked up): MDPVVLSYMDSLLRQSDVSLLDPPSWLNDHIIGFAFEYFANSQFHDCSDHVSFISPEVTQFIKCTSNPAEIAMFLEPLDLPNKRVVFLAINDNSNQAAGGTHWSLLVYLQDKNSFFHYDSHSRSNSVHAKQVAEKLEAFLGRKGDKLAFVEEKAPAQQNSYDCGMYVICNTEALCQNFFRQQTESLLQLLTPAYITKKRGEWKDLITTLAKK
# SENP1 inh: SENP1 (human) catalytic domain inhibition | Q9P0U3 | recombinant SENP1 catalytic domain, CyPet-SUMO1-YPet FRET cleavage | inhibition, % at 10 µM | actives 0.21% (n = 360,000) | AID 624204;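 active = inhibition at least 30% at 10 µM, raw YFP signal under a set limit, fluorescence ratio 0.5 to 1.5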;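 also: 0% = enzyme with DMSO and 100% = no enzyme wells; some results filed as inactive read as strong as hits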
# Target sequence (Q9P0U3 419-644 limits assumed): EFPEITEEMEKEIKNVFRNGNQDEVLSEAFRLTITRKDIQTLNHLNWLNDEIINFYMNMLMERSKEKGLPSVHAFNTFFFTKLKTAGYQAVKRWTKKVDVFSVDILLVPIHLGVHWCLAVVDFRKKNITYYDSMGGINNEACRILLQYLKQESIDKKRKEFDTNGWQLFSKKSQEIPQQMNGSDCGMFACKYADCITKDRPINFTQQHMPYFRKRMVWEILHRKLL
#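 Controls: no-enzyme wells low, DMSO-plus-enzyme wells high control. Test system: human recombinant His6-tagged SENP1 catalytic domain enzyme. Reagent: SFCypet-SUMO1-SFYpet FRET protein substrate, 25 nM final. Doses: one dose per compound, 10 µM, 0.5% DMSO. Detection: FRET, CFP and YFP emission. Timing: 50 min reaction at room temperature.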
# NALP3 yeast inh: NALP3 inhibition in yeast. actives 0.39% (n = 330,000). inhibition, % at 10 µM. AID 2825. Yeast reconstituted NLRP3/ASC/caspase-1, beta-gal luminescence, 24 h;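 active = inhibition of 50% or more; inactive = inhibition below 50%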;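 also: plate controls were induced DMSO wells for no effect and uninduced yeast grown without galactose for full effect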
# SENP7 block: blocks the human protease SENP7 | Q9BQF6 | recombinant SENP7, Z-RLRGG-aminoluciferin luminescence, 40 min | inhibition, % at 5 µM | actives 1.5% (n = 330,000);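 active = inhibition above about 50% at the single test dose, limit read from the data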;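 also: plate controls were DMSO with enzyme for no effect and no enzyme buffer wells for full effect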
# Target sequence (Q9BQF6 706-1050 limits assumed): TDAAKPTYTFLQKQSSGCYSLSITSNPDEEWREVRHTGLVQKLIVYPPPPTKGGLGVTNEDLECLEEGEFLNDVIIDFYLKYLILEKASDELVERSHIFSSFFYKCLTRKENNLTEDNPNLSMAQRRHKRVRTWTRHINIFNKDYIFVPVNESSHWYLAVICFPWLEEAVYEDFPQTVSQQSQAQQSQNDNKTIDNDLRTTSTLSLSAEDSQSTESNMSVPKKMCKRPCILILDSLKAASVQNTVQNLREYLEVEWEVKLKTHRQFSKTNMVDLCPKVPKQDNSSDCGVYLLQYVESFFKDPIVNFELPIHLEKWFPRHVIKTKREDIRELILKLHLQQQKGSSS
# HKDC1 inhibitor: inhibitors of human hexokinase HKDC1 | recombinant HKDC1, G6PDH/diaphorase resazurin coupled fluorescence | inhibition, % at 20 µM | actives 0.16% (n = 340,000) | AID 493160;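 active = inhibition above about 35% when tested at 20 µM, limit read from the data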;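 also: plate controls were DMSO wells with enzyme for no effect and DMSO wells lacking enzyme for full effect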
#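 Assay system: recombinant HKDC1 hexokinase; detection: coupled resazurin fluorescence, excitation 525 nm, emission 613 nm; benchmarks: DMSO-plus-enzyme-mix negative control, buffer-substituted positive control; compound dosing: single 20 µM dose; schedule: 90 min at room temperature in dark; also added: glucose plus 1 mM ATP as hexokinase substrates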
# SENP8 block-2: SENP8 protease inhibition; Q96LD8; purified SENP8, Z-RLRGG-aminoluciferin cleavage, luminescence; inhibition, % at 10 µM; actives 1.2% (n = 330,000); AID 2540; in the data active = inhibition above about 50%
# Apaf1 inhib: human Apaf-1 inhibition | O14727 | reconstituted apoptosome caspase-3 activity, DEVD-Rh110 fluorescence | inhibition, % at 20 µM | actives 0.71% (n = 330,000); active = inhibition of at least 40% at 20 µM;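 also: plate controls were DMSO wells for no effect and DEVD-CHO caspase inhibitor wells for full effect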
#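 Medium: Hepes buffer, pH 7.5 / System: biochemical Apaf-1 apoptosome reconstitution / Measured by: Rh110 fluorescence, excitation 480 nm, emission 540 nm / Times: compound with Apaf-1, dATP, procaspase-3 30 min, then 50 min reaction, room temperature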
# PfG6PD inh: PfG6PD (Plasmodium falciparum) enzyme inhibition | AID 504690 | actives 0.78% (n = 350,000) | PfGluPho enzyme, NADPH resazurin-diaphorase fluorescence | inhibition, % at 20 µM;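 active = inhibition reaching at least a set limit at 20 µM in the primary screen, cut at about 59% in these data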;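 also: 0% = DMSO wells with substrate and 100% = DMSO wells lacking glucose-6-phosphate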
# * = called active by the depositor; . = no result given.
SMILES,SENP6 inh,SENP8 block-1,SENP1 inh,NALP3 yeast inh,SENP7 block,HKDC1 inhibitor,SENP8 block-2,Apaf1 inhib,PfG6PD inh
COc1ccc(CCN2C(=NC(=O)CCC(=O)O)SC3CS(=O)(=O)CC32)cc1 (stereo not drawn),1,10,1,9,-4,10,1,1,5
COc1ccc(C(CCc2ccc(C)o2)NC(=O)Nc2ccc(OC)cc2OC)cc1 (stereo not drawn),-8,8,2,12,2,8,4,-6,8
CCOCCCNC(=O)CCc1ccc(S(=O)(=O)Nc2ccc(C)cc2)cc1,10,7,2,20,5,1,-3,-2,-12
Cc1cccc([N+](=O)[O-])c1NC(=O)CN(Cc1ccccc1)Cc1ccccc1,-16,2,2,9,1,-2,0,18,2
COc1ccc(OCC(=O)OCC(=O)NCc2ccco2)cc1,-16,18,7,12,9,-5,-12,-11,4
COc1ccccc1CC(=O)Nc1ccccc1O,4,6,1,11,1,12,-6,-2,3
CCc1nnc(NC(=O)[C@@H](NC(=O)c2cccc(S(=O)(=O)N(CC)CC)c2)C(C)C)s1,1,22,2,-9,6,-7,-3,3,2
COc1ccccc1N(CC(=O)NCCc1ccccc1)C(=O)CCC(=O)Nc1ccccn1,-27,7,1,5,-1,-4,-5,6,-5
C=CCNC(=S)NNC(=O)c1ccc(Br)cc1,3,16,3,5,8,-13,-4,5,-1
O=C(OCC(=O)N1CCN(C(=O)c2ccco2)CC1)C1=COCCO1,9,9,2,5,1,5,1,2,4
COc1ccc(C(=O)N/N=C(\C)c2cccc(NC(=O)c3ccc(F)cc3)c2)c(OC)c1,7,3,-1,1,14,-2,-4,16,-8
CC(=O)c1ccc(C(=O)N(CCN(C)C)c2nc3c(Cl)cccc3s2)cc1,-8,16,2,2,-4,-4,-12,-18,1
CCOc1ccc(C(=O)CCC(=O)NCC(=O)Nc2c(C)cccc2C)cc1,-10,-13,-6,13,-1,-3,1,2,7
CCCN(C(=O)COC(=O)CNS(=O)(=O)c1ccc(NC(C)=O)cc1)C1CCS(=O)(=O)C1 (stereo not drawn),.,14,3,.,.,-4,.,.,-20
CC(O)(c1ccccc1)c1ccc2ccccc2n1 (stereo not drawn),.,7,4,.,.,-7,.,.,20
Cc1nnc(SCC(=O)N2CCC(Cc3ccccc3)CC2)n(N)c1=O,-3,24,1,8,0,3,0,-18,1
O=c1cc(-c2ccccc2Cl)oc2c([N+](=O)[O-])c(O)cc(O)c12,-3,22,1,43,21,10,-13,10,-46
COc1ccc(OC)c(NC(=O)C2C3CC4OC(=O)C2C4C3)c1 (stereo not drawn),-3,22,1,13,8,-5,3,-18,-15
Cc1ccc(NC(=O)CCN2CCOCC2)cc1C,-6,4,-2,10,4,-6,4,-4,0
CCN(CC)c1nc(N2CCOCC2)nc2ccccc12,-18,-331,-94,12,3,-2,2,-10,-7
Cc1nc(SCCc2ccccc2)[nH]c(=O)c1C,19,2,1,-1,5,-1,3,-3,-2
O=C(NCC(c1cccs1)N1CCOCC1)c1cc(S(=O)(=O)N2CCOCC2)ccc1F (stereo not drawn),-1,-10,-1,8,-4,-2,4,3,6
O=C(CC(=O)NC1CCCCC1)N/N=C/c1cccc2ccccc12,-21,19,1,11,-3,-2,0,4,-17
O=C(c1ccccc1[N+](=O)[O-])n1cnc2ccccc21,3,13,1,-1,-1,-5,4,4,-2
O=C(Nc1nc2ccccc2[nH]1)c1ccccc1OC(F)F,91*,-250,1,26,91*,-4,84*,3,4

# The list goes on.
SMILES,SENP6 inh,SENP8 block-1,SENP1 inh,NALP3 yeast inh,SENP7 block,HKDC1 inhibitor,SENP8 block-2,Apaf1 inhib,PfG6PD inh
Cc1c(NC2=CC(=O)CC(C)(C)C2)ccc([N+](=O)[O-])c1C,-14,10,0,8,4,-5,-1,4,-8
CC1(C)CCc2cc(-c3ccn(S(=O)(=O)c4ccccc4Cl)n3)ccc2O1,5,14,1,6,-2,2,5,-15,40
CCn1c(SCC#N)nc2c(c1=O)C1(CCCC1)Cc1ccccc1-2,5,4,1,7,1,6,8,24,-10
CC(=O)Nc1ccc2sc(NC(=O)CN3CCOCC3)nc2c1,-12,12,0,1,-7,4,0,-21,10
COc1ccc(C(=O)N/C(=C/c2ccco2)C(=O)N2CCCCCC2)cc1,6,8,2,6,8,-6,10,12,27
Cc1cc(C)nc(/N=C(\N)Nc2cccc([N+](=O)[O-])c2)n1,-7,21,0,12,4,-9,-3,3,14
COc1ccc(NC(=O)Cn2c(-c3ccccc3)cn(-c3ccc(C)cc3)c2=O)cc1,-19,5,3,0,4,-4,-2,15,-5
CC(C)(C)OC(=O)N1CCC[C@@H]1C(=O)N1CCC(C(=O)O)CC1,-29,14,1,9,-4,-11,-15,7,-15
COc1ccc2nc3cc(Cl)ccc3c(Nc3cc(CN4CCCC4)c(O)c(CN4CCCC4)c3)c2n1,2,-73,-139,30,-7,.,-3,62*,.
CCCCN(CC)CCCNC(=O)c1ccc(CSc2nc3ccncc3[nH]2)cc1,-8,9,-2,-2,2,-8,-9,-10,1
CCOC(=O)/C(C#N)=C\C=C1C=CN(C)C=C1,9,52*,-17,13,11,-5,2,4,-3
O=C(CN1C(=O)COc2ccccc21)NCCCN1CCc2ccccc2C1,6,4,-1,1,14,-12,2,0,-3
Cc1cccc(NC(=O)CSc2nc(C3CC3)nc3ccccc23)c1,-10,14,0,35,6,6,2,9,-12
O=C(NNC(=O)c1ccc(Br)cc1)c1ccncc1,8,10,-1,-3,0,-6,-4,-1,-13
Cc1nc2ccccc2c(=O)n1/N=C1\C(=O)N(C)c2ccccc21,-6,.,.,27,4,.,7,13,.
Cc1cc(C)c(NC(=O)c2ccc3c(c2)CCN3S(C)(=O)=O)c(C)c1,2,12,1,19,1,-5,-3,5,2
CCn1c(CNc2ccccc2Cl)nnc1SCCN1CCCCC1,6,17,1,7,0,-3,-5,-3,12
Cc1cccc(N(C(=O)CCC(=O)Nc2cc(C)on2)C(C(=O)NC2CCCC2)c2cccnc2)c1 (stereo not drawn),-8,10,-1,15,10,5,-12,1,-26
Cc1ccc(NS(=O)(=O)c2cccc3nsnc23)cc1[N+](=O)[O-],-21,16,2,8,8,5,6,12,-7
Cc1nc(N2CCN(C(=O)c3cccs3)CC2)c2c3c(sc2n1)CCCC3,-26,15,4,14,-2,5,-2,17,-19
COc1ccccc1NC(=O)Nc1nc(CC(=O)N2CCN(c3ccccc3)CC2)cs1,-11,5,1,-11,-9,5,-13,19,8
O=C(N/N=C/c1ccccc1Cl)c1cccc(F)c1,69*,15,3,13,72*,-13,53*,-8,14
CNS(=O)(=O)c1ccc(NC(=O)c2ccoc2C)cc1,35,12,-3,8,30,-8,12,-2,-5
Cc1cccc(N(C)C(=O)C2CCCN2S(=O)(=O)c2cccc3nsnc23)c1 (stereo not drawn),-32,24,2,-4,-1,-8,-2,-5,-7
COCC(C)n1c(SCc2cc(C(=O)OC)c(C)o2)nc2ccccc2c1=O (stereo not drawn),-13,18,-2,12,-5,1,-4,-8,-6

# More compounds:
SMILES,SENP6 inh,SENP8 block-1,SENP1 inh,NALP3 yeast inh,SENP7 block,HKDC1 inhibitor,SENP8 block-2,Apaf1 inhib,PfG6PD inh
CC(=O)C1N=NCC1c1ccccc1 (stereo not drawn),.,10,-1,.,.,0,.,.,4
CSc1nc(N2CCN(Cc3ccc4c(c3)OCO4)CC2)c2ccccc2n1,-21,-9,1,13,0,-1,-8,27,-1
CN(Cc1c(C(=O)N2CCCCCCC2)nc2ccc(Cl)cn12)C1CCOC1 (stereo not drawn),5,3,-5,6,-13,-8,5,-7,-5
CC(OC(=O)c1ccc2c(=O)n3c(nc2c1)CCCCC3)C(=O)Nc1ccc(Cl)cn1 (stereo not drawn),-11,-28,-10,16,-6,-1,-6,-5,8
COC(=O)Cn1c2ccccc2c2nc(=O)cc(C)n21,13,-16,2,-3,-1,-6,1,4,-2
CC1CCC(=O)N(CCOc2ccccc2)CC1 (stereo not drawn),-12,14,2,20,6,4,-10,-3,-3
COc1cc([N+](=O)[O-])ccc1NC(=O)CN1CCc2cc(OC)c(OC)cc2C1,15,-38,-4,13,2,10,5,44*,27
C/C(=N/NC(=O)CNC(=O)CCc1ccccc1)c1ccc(Cl)c(Cl)c1,-8,14,3,7,12,-3,-10,-7,8
O=C1CCCN1c1ccc(Br)cc1,-22,17,1,20,-6,-9,-12,2,-23
Cc1nnc(NC(=O)C2CCCN2C(=O)Nc2ccccc2)s1 (stereo not drawn),-33,7,0,1,-26,-5,-11,12,-12

# Among those listed so far, 12 have an aryl methoxy group:
SMILES,SENP6 inh,SENP8 block-1,SENP1 inh,NALP3 yeast inh,SENP7 block,HKDC1 inhibitor,SENP8 block-2,Apaf1 inhib,PfG6PD inh
COc1ccc(CCN2C(=NC(=O)CCC(=O)O)SC3CS(=O)(=O)CC32)cc1 (stereo not drawn),1,10,1,9,-4,10,1,1,5
COc1ccc(C(CCc2ccc(C)o2)NC(=O)Nc2ccc(OC)cc2OC)cc1 (stereo not drawn),-8,8,2,12,2,8,4,-6,8
COc1ccc(OCC(=O)OCC(=O)NCc2ccco2)cc1,-16,18,7,12,9,-5,-12,-11,4
COc1ccccc1CC(=O)Nc1ccccc1O,4,6,1,11,1,12,-6,-2,3
COc1ccccc1N(CC(=O)NCCc1ccccc1)C(=O)CCC(=O)Nc1ccccn1,-27,7,1,5,-1,-4,-5,6,-5
COc1ccc(C(=O)N/N=C(\C)c2cccc(NC(=O)c3ccc(F)cc3)c2)c(OC)c1,7,3,-1,1,14,-2,-4,16,-8
COc1ccc(OC)c(NC(=O)C2C3CC4OC(=O)C2C4C3)c1 (stereo not drawn),-3,22,1,13,8,-5,3,-18,-15
COc1ccc(C(=O)N/C(=C/c2ccco2)C(=O)N2CCCCCC2)cc1,6,8,2,6,8,-6,10,12,27
COc1ccc(NC(=O)Cn2c(-c3ccccc3)cn(-c3ccc(C)cc3)c2=O)cc1,-19,5,3,0,4,-4,-2,15,-5
COc1ccc2nc3cc(Cl)ccc3c(Nc3cc(CN4CCCC4)c(O)c(CN4CCCC4)c3)c2n1,2,-73,-139,30,-7,.,-3,62*,.
COc1ccccc1NC(=O)Nc1nc(CC(=O)N2CCN(c3ccccc3)CC2)cs1,-11,5,1,-11,-9,5,-13,19,8
COc1cc([N+](=O)[O-])ccc1NC(=O)CN1CCc2cc(OC)c(OC)cc2C1,15,-38,-4,13,2,10,5,44*,27
